Screening results from PubChem BioAssay.
T cruzi growth: inhibitors of T. cruzi proliferation. 5.9% of 77,000 active. T. cruzi beta-gal in NIH3T3, GalScreen luminescence, 90 h. AID 624255. inhibition, % at 8.34 µM;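 active means mean inhibition above about 93%, with at least 55% of replicates each passing it, limit read from the data, passing the limit was not always enough; inconclusive means only one of those two conditions holds; inactive means neither condition holds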
KDM4C inh: inhibitors of human demethylase GASC-1 KDM4C | inhibition, % at 12.5 µM | GST-KDM4C 2-372, H3K9me3 peptide, LANCE TR-FRET | 0.15% of 96,000 active;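 active means mean replicate inhibition above about 25%, with at least 55% of replicates also reaching it, limit read from the data, passing the limit was not always enough; inconclusive means only one of those two conditions met; inactive means neither condition met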
Target sequence (Q9H3R0 2-372 limits assumed): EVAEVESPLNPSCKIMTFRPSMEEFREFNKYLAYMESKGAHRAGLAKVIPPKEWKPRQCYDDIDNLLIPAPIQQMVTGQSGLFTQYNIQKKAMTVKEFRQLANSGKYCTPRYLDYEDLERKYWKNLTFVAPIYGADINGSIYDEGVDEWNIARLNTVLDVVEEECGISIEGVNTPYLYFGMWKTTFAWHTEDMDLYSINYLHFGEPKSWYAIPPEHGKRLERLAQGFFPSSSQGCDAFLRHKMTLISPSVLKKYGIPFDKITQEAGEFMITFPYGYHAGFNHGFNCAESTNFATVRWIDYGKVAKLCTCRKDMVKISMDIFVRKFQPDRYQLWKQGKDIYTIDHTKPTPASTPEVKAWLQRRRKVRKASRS
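material = GST-tagged GASC-1 (JMJD2C) catalytic fragment, aa 2-372 | amount = enzyme final amount 10 nM | medium = HEPES buffer, pH 7.5, plus ascorbate | also added = H3K9me3 peptide substrate, Fe(II), 2-oxoglutarate | dosing = single dose | times = 30 min demethylation and 1 h detection at room temperature | detection = LANCE TR-FRET | read-out basis = Fall in 671/618 emission ratio as inhibition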
C diff growth: inhibitors of Clostridium difficile growth | Clostridium difficile clinical isolate growth, OD600, 24 h; stronger effect = lower value | growth activity, negative = inhibition, % at 16 µg/mL (by protocol) | 0.25% of 86,000 active | AID 1259249;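 active means mean growth activity at or below -80% and every replicate also at or below -80%; inconclusive means mean at or below -80% but some replicate above -80%; inactive means mean growth activity above -80%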;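 further: 0% = DMSO wells and -100% = levofloxacin 16 µg/mL wells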
Pf Dd2 growth: blocks growth of Plasmodium falciparum Dd2 parasites; 2.3% of 94,000 active; activity change, % at 10 µM; AID 1159554; P. falciparum Dd2 growth, SYBR Green, 72 h; stronger effect = lower value; in the data active means activity change below about -80%; inconclusive means no clear call, values can overlap the other calls
Active calls of the source: *; ? = inconclusive; / = no result given; & = joins results of further samples.

no. | SMILES | T cruzi growth | KDM4C inh
1 | COc1ccc(CN2C[C@@H](C)[C@H](OC)CN(C)C(=O)c3ccc(NC(=O)c4nc5ccccc5s4)cc3OC[C@@H]2C)cc1 | 101.8* | -0.3
2 | CC(C)CC#Cc1ccc2c(c1)O[C@H](CN(C)Cc1ccncc1)[C@H](C)CN([C@@H](C)CO)S2(=O)=O | ? | 0.4
3 | CC(=O)N1[C@H](CO)[C@H](c2ccccc2)[C@H]1CNC(=O)CN1CCOCC1 | 14.9 | -3.9
4 | O=C(C[C@H]1C[C@@H]2c3cc(NC(=O)CC4CC4)ccc3O[C@@H]2[C@@H](CO)O1)NCc1ccc2c(c1)OCO2 | 32.1 | 2.5
5 | Cc1ccc(S(=O)(=O)Nc2cccc3c2O[C@@H](CN(C)Cc2ccc(-c4ccccc4)cc2)[C@H](C)CN([C@H](C)CO)C3=O)cc1 | 64.6 | 3.1
6 | C[C@@H]1CCCCO[C@@H](CN(C)C(=O)Nc2ccc(F)cc2)[C@H](C)CN([C@H](C)CO)C(=O)c2cc(NC(=O)c3ccccc3)ccc2O1 | 93.0 | -0.5
7 | C[C@H](CO)N1C[C@H](C)[C@@H](CN(C)Cc2ccc(C(F)(F)F)cc2)Oc2ccc(NC(=O)CCN3CCOCC3)cc2C1=O | 47.0 | 0.2
8 | COC(=O)C[C@H]1C[C@H]2c3cc(NC(=O)Cc4ccncc4)ccc3O[C@H]2[C@H](CO)O1 | -41.3 | 1.3
9 | CC(C)CC#Cc1cnc2c(c1)C(=O)N([C@@H](C)CO)C[C@@H](C)[C@@H](CN(C)C(=O)c1cccnc1)O2 | -2.0 | 0.4
10 | CC(C)NC(=O)Nc1cccc2c1O[C@@H](CN(C)Cc1ccc(C(F)(F)F)cc1)[C@H](C)CN([C@@H](C)CO)C2=O | / | -0.5
11 | C[C@@H]1CN([C@@H](C)CO)C(=O)c2cc(C#CC3(O)CCCC3)cnc2O[C@H]1CN(C)C(=O)CC1CC1 | 15.8 | -0.1
12 | C[C@@H]1CN([C@@H](C)CO)C(=O)c2c(c3ccccc3n2C)-c2ccccc2CO[C@@H]1CN(C)Cc1cccc(C(=O)O)c1 | -91.5 | -1.4
13 | C[C@@H]1CCCCO[C@H](CN(C)S(=O)(=O)c2ccccc2)[C@H](C)CN([C@@H](C)CO)C(=O)c2cc(NC(=O)c3ccncc3)ccc2O1 | / | -0.7
14 | N#Cc1ccc(-c2ccc(C3[C@@H]4CN(C(=O)Cc5ccccc5)C[C@H]3N4)cc2)cc1 (stereo partly specified) | / | -0.7&-3.4
15 | O=C(Nc1ccccc1F)N1CC(=O)N2[C@H](C1)[C@H](c1ccc(C#CC3CC3)cc1)[C@@H]2CO | / | 0.3

no. | C diff growth | Pf Dd2 growth
1 | 4.8 | -69.8
2 | 6.3 | -69.7
3 | -6.9 | 8.6
4 | -0.3 | 1.4
5 | 15.4 | -64.6
6 | -7.2 | -32.0
7 | -5.2 | 4.2
8 | -0.1 | 19.2
9 | 3.3 | 17.4
10 | -14.6 | -55.0
11 | 1.5 | 8.3
12 | -2.4 | -3.0
13 | 1.6 | -30.7
14 | -3.5&9.8 | -62.7&-70.2
15 | 6.2 | 6.9

Given in transposed form: part of the list above.
(7) C[C@H](CO)N1C[C@H](C)[C@@H](CN(C)Cc2ccc(C(F)(F)F)cc2)Oc2ccc(NC(=O)CCN3CCOCC3)cc2C1=O
(8) COC(=O)C[C@H]1C[C@H]2c3cc(NC(=O)Cc4ccncc4)ccc3O[C@H]2[C@H](CO)O1
(9) CC(C)CC#Cc1cnc2c(c1)C(=O)N([C@@H](C)CO)C[C@@H](C)[C@@H](CN(C)C(=O)c1cccnc1)O2
(10) CC(C)NC(=O)Nc1cccc2c1O[C@@H](CN(C)Cc1ccc(C(F)(F)F)cc1)[C@H](C)CN([C@@H](C)CO)C2=O

entry no. | 7 | 8 | 9 | 10
T cruzi growth | 47.0 | -41.3 | -2.0 | /
KDM4C inh | 0.2 | 1.3 | 0.4 | -0.5
C diff growth | -5.2 | -0.1 | 3.3 | -14.6
Pf Dd2 growth | 4.2 | 19.2 | 17.4 | -55.0

(next part)
no. | SMILES | T cruzi growth | KDM4C inh
16 | COc1ccc(S(=O)(=O)Nc2ccc3c(c2)C(=O)N([C@H](C)CO)C[C@@H](C)[C@@H](CN(C)C(=O)NC2CCCCC2)O3)cc1 | -39.4 | -0.1
17 | Cc1noc(C)c1S(=O)(=O)Nc1ccc2c(c1)C(=O)N([C@H](C)CO)C[C@H](C)[C@@H](CN(C)Cc1ccc(C(=O)O)cc1)OCCCC[C@H](C)O2 | 74.7 | 1.4
18 | CCC(=O)Nc1ccc2c(c1)OC[C@H](C)N(CC1CCCCC1)C[C@@H](C)[C@H](OC)CN(C)C2=O | 11.8 | 1.2
19 | O=C(CN1CCOCC1)N[C@H]1CC[C@H](CCn2cc(C3CC3)nn2)O[C@@H]1CO | / | -1.6
20 | COc1ccc(-c2ccc([C@@H]3[C@@H](CO)N4C(=O)CN(Cc5ccc(F)cc5)C[C@H]34)cc2)cc1 | / | 1.1
21 | O=C(C[C@H]1CC[C@@H]2[C@H](COC[C@@H](O)CN2Cc2cc(F)cc(F)c2)O1)NC1CCC1 | -3.4 | 1.9
22 | CC(C)C#Cc1cnc2c(c1)C(=O)N([C@@H](C)CO)C[C@H](C)[C@H](CN(C)C(=O)Cc1ccccn1)O2 | -46.4 | /
23 | C[C@H](CO)N1C[C@H](C)[C@H](CN(C)S(=O)(=O)c2ccc(F)cc2)Oc2ccc(NS(=O)(=O)c3ccc(F)cc3)cc2CC1=O | 32.0 | -1.3
24 | COc1ccc(-c2ccc3c(c2)O[C@H](CN(C)C(C)=O)[C@H](C)CN([C@@H](C)CO)S3(=O)=O)cc1 | 65.8 | 0.5
25 | O=C(C[C@@H]1C=C[C@H](NC(=O)CN2CCOCC2)[C@H](CO)O1)NC1CCCCC1 | -59.2 | 2.1
26 | CN1c2ccc(C#Cc3cccnc3)cc2[C@@H]2[C@@H](CCN2C(=O)c2cccc(F)c2)[C@H]1CO | 73.5 | -0.1
27 | CC(C)NC(=O)Nc1cccc2c1O[C@H](CN(C)S(C)(=O)=O)[C@@H](C)CN([C@H](C)CO)C2=O | 7.2 | 0.3
28 | C[C@H]1CN([C@@H](C)CO)S(=O)(=O)c2ccc(-c3ccncc3)cc2O[C@H]1CN(C)Cc1ccccc1 | 82.0 | 4.8
29 | CCCN1C[C@@H](C)[C@@H](OC)CN(C)C(=O)c2cc(NC(=O)c3ccccc3)ccc2OC[C@H]1C | -0.8 | -1.5
30 | CCCN1C[C@H](C)[C@H](OC)CN(C)C(=O)c2ccc(NC(=O)c3ccccc3F)cc2OC[C@@H]1C | -47.2 | 6.5

no. | C diff growth | Pf Dd2 growth
16 | / | 19.9
17 | -7.2 | 43.5
18 | -5.2 | -0.1
19 | 3.6 | 2.5
20 | 4.8 | 25.6
21 | 3.2 | -26.6
22 | 2.2 | -33.6
23 | 8.3 | -17.7
24 | -3.9 | -4.5
25 | 1.1 | 16.4
26 | -6.0 | -48.9
27 | 8.3 | -23.7
28 | 2.5 | -35.4
29 | -4.2 | 20.7
30 | / | 1.2

Remaining list, next part
no. | SMILES | T cruzi growth | KDM4C inh
31 | Cc1ccc(S(=O)(=O)Nc2ccc3c(c2)C(=O)N([C@@H](C)CO)C[C@@H](C)[C@H](CN(C)C(=O)Cc2ccccc2)OCCCC[C@@H](C)O3)cc1 | 70.9 | 1.2
32 | CO[C@H]1CN(C)C(=O)c2cc(NC(=O)Nc3c(C)noc3C)ccc2OC[C@H](C)N(CCC(F)(F)F)C[C@@H]1C | 11.1 | 0.3
33 | Cc1noc(C)c1NC(=O)N(C)C[C@@H]1Oc2ccc(NC(=O)Cn3cnnn3)cc2CC(=O)N([C@H](C)CO)C[C@@H]1C | -25.0 | -1.0
34 | O=C(C[C@@H]1CC[C@@H](NC(=O)Cc2cccnc2)[C@@H](CO)O1)NCc1ccc2c(c1)OCO2 | -36.6 | 0.0
35 | CC(C)NC(=O)N(C)C[C@H]1Oc2ccc(NC(=O)Cc3ccccc3)cc2CC(=O)N([C@@H](C)CO)C[C@H]1C | / | -1.2
36 | C[C@H]1CN([C@@H](C)CO)C(=O)c2cc(NS(=O)(=O)c3cccs3)ccc2O[C@H]1CN(C)Cc1ccncc1 | -140.8 | -0.7
37 | C[C@H]1CN([C@@H](C)CO)C(=O)c2cc(NS(=O)(=O)c3cn(C)cn3)ccc2O[C@H]1CN(C)Cc1ccc(C(F)(F)F)cc1 | 14.4 | 0.3
38 | C[C@H]1CN([C@@H](C)CO)C(=O)Cc2cc(NS(=O)(=O)c3cn(C)cn3)ccc2O[C@@H]1CN(C)S(=O)(=O)c1ccccc1 | 9.7 | -3.8
39 | COc1ccc(-c2ccc(C3[C@H]4CNC[C@@H]3N4S(=O)(=O)c3cn(C)cn3)cc2)cc1 (stereo partly specified) | / | 1.9
40 | O=C(Nc1ccc2c(c1)[C@H]1C[C@H](CC(=O)N3CCCCC3)O[C@@H](CO)[C@H]1O2)C1CCC1 | 16.4 | -0.2
41 | Cc1noc(C)c1S(=O)(=O)Nc1ccc2c(c1)C(=O)N([C@@H](C)CO)C[C@H](C)[C@H](CN(C)S(=O)(=O)c1cn(C)cn1)OCCCC[C@@H](C)O2 | 0.1 | 0.2
42 | C[C@@H]1CN([C@@H](C)CO)C(=O)c2cc(NC(=O)CCC(F)(F)F)ccc2O[C@@H](C)CCCCO[C@H]1CN(C)C(=O)CCC(F)(F)F | / | 0.2
43 | C[C@@H]1CN([C@H](C)CO)C(=O)Cc2cc(NS(C)(=O)=O)ccc2O[C@H]1CN(C)Cc1ccc(Oc2ccccc2)cc1 | / | -0.9
44 | COc1ccc2c3c(n(C)c2c1)[C@@H](CO)NCC31CCN(S(=O)(=O)c2cccc(C)c2)CC1 | / | -0.7
45 | COc1cccc(NC(=O)C[C@H]2CC[C@@H]3[C@H](COc4ccc(NS(=O)(=O)c5cccc(F)c5)cc4C(=O)N3C)O2)c1 | -36.4 | -0.1

no. | C diff growth | Pf Dd2 growth
31 | / | -28.3
32 | / | -24.2
33 | -3.4 | 9.9
34 | / | 0.2
35 | -1.7 | 15.2
36 | -4.3 | 30.6
37 | -0.6 | -6.7
38 | 2.0 | 5.5
39 | -11.8 | 7.4
40 | / | -3.8
41 | 16.1 | 15.1
42 | 0.4 | 22.6
43 | -4.8 | -9.9
44 | 9.2 | -78.7
45 | 38.9 | -7.9

Next part; it opens with the 2 that closed the last part.
no. | SMILES | T cruzi growth | KDM4C inh
44 | COc1ccc2c3c(n(C)c2c1)[C@@H](CO)NCC31CCN(S(=O)(=O)c2cccc(C)c2)CC1 | / | -0.7
45 | COc1cccc(NC(=O)C[C@H]2CC[C@@H]3[C@H](COc4ccc(NS(=O)(=O)c5cccc(F)c5)cc4C(=O)N3C)O2)c1 | -36.4 | -0.1
46 | C[C@H]1CN([C@@H](C)CO)C(=O)c2cccc(NC(=O)Nc3ccc(C(F)(F)F)cc3)c2O[C@H]1CN(C)Cc1ccc(-c2ccccc2)cc1 | 116.9 | -3.7
47 | C[C@H](CO)N1C[C@H](C)[C@H](CN(C)Cc2ccccc2)Oc2ccc(NS(=O)(=O)c3ccc(Cl)cc3)cc2C1=O | 22.1 | 0.9
48 | C[C@H](CO)N1C[C@H](C)[C@H](CN(C)Cc2ccccc2)Oc2ccc(NS(C)(=O)=O)cc2C1=O | 18.8 | 1.5
49 | CC(C)C#Cc1cnc2c(c1)C(=O)N([C@@H](C)CO)C[C@H](C)[C@@H](CN(C)C(=O)c1ccccn1)O2 | / | 0.5
50 | C[C@H](CO)N1C[C@H](C)[C@H](CN(C)C(=O)Nc2cccc3ccccc23)Oc2ccc(NC(=O)Nc3ccc4c(c3)OCO4)cc2C1=O | 72.1 | -1.8
51 | COc1ccc(CN(C)C[C@@H]2Oc3ccc(NC(=O)Nc4ccc(OC)cc4)cc3C(=O)N([C@H](C)CO)C[C@@H]2C)cc1 | 13.8 | 1.4
52 | CCS(=O)(=O)NCC[C@H]1CC[C@H](NC(=O)Nc2cc(Cl)cc(Cl)c2)[C@@H](CO)O1 | -10.0 | 0.0
53 | N#C[C@@H]1[C@@H](c2ccc(C#Cc3cccc(F)c3)cc2)[C@@H](CO)N1C(=O)C1CCCC1 | 100.4* | -0.7
54 | CCCNC(=O)NC[C@H]1[C@@H](c2ccc(C3=CCCC3)cc2)[C@H](CO)N1C(=O)CC | -19.9 | 1.7

no. | C diff growth | Pf Dd2 growth
44 | 9.2 | -78.7
45 | 38.9 | -7.9
46 | 26.6 | -2.8
47 | 3.3 | -5.1
48 | -1.6 | 38.1
49 | -1.9 | 23.2
50 | / | -40.5
51 | 4.6 | 26.2
52 | / | -39.0
53 | -1.5 | -24.7
54 | 8.0 | 12.8
